UTI89 phage lysis: inhibition of K1F phage lysis, E. coli UTI89, bacterial capsule biogenesis inhibitors, alamar blue (AID 488966). one-dose inhibition, % at 100 µM; IC50 in µM for titrated hits. 340,000 tested, 0.02% active. E. coli UTI89 K1F phage lysis, alamar blue, 2 h; higher % means a stronger effect;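 active means phage lysis inhibition, versus mean bacterial control, above a set limit; inconclusive means no clear call, values can overlap the other calls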;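 further: capsule biogenesis inhibitors block K1F phage lysis so surviving cells raise fluorescence; higher fluorescence means more inhibition of phage lysis; actives were called in the ten point dose series up to 300 µM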
Myeloid diff 2: induction of myeloid progenitor differentiation, primary screen, cell-based, flow cytometry, MLPCN library; ER-HoxA9 myeloid progenitors, lysozyme-GFP differentiation; calls only at 10 µM; 360,000 tested, 1% active; AID 624256, 2012;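 active means normalized GFP-positive differentiation at or above the plate's own cutoff, the solvent-only control mean plus 3 SD; inconclusive means no clear call, values can overlap the other calls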;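 further: cells exposed to compound for four days before flow analysis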
Myeloid diff 2 GFP+ MAC1+ %: further read-out of Myeloid diff 2, marked with its call; GFP+ MAC1+ double positive, %; measured here: differentiation confirmed by MAC1 staining
Numbers without * were called inactive; i = inactive; ? = inconclusive; . = not tested or not shown; [ ] = another dose, or the depositor's remark.

Values in the order: UTI89 phage lysis | Myeloid diff 2 | Myeloid diff 2 GFP+ MAC1+ %
CCOC(=O)c1c(-c2ccccc2)csc1NC(=O)c1cc(-c2ccccc2OC)on1
  0.1% | i | 0.8
COc1ccc2cc(C3(C)NC(=O)N(CC(=O)N4CCCCC4)C3=O)ccc2c1 (stereo unspecified)
  9.4% | i | 1.4
C[C@H](CO)N1C[C@H](C)[C@@H](CN(C)C(=O)Nc2ccccc2)Oc2ccc(NC(=O)Cc3ccccc3)cc2C1=O
  2.0% | i | 0.3
CC1CC(C)CN(C(=O)c2cccc(S(=O)(=O)N3c4ccccc4CC3C)c2)C1 (stereo unspecified)
  0.6%[50 µM] | i | 1.5
O=C(NC1CCCCCC1)C1CCN(S(=O)(=O)c2c(Cl)cccc2Cl)CC1
  0.2%[50 µM] | i | 0.0
Cc1noc(NS(=O)(=O)c2ccc(NC(=O)c3cc(F)c(F)c(F)c3F)cc2)c1C
  0.2%[50 µM] | i | 0.1
CCCCC[C@@H](O)c1cc2ccccc2c(=O)o1
  -2.6% | i | 0.9
Cc1ccc(C(=O)NCC(=O)N2CCN(c3cccc(Cl)c3)CC2)s1
  -0.1% | i | 1.3
CCOC(=O)Cn1nc(C)c(NC(=O)c2ccc(Br)o2)c1C
  -0.2% | i | 0.5
COc1ccc(S(=O)(=O)Nc2ccc3c(c2)CC(=O)N([C@@H](C)CO)C[C@@H](C)[C@@H](CN(C)Cc2ccccc2)O3)cc1
  1.1% | i | 1.7
CC1(CO)COC2(OC1)C(=O)Nc1ccccc12 (stereo unspecified)
  0.3%[50 µM] | i | 0.9
Cc1cccc(C)c1NC(=O)COC(=O)c1cc(=O)[nH]c2ccccc12
  0.3%[50 µM] | i | 0.4
CCOc1ccccc1-n1c(SC(C)C(=O)NCC2CCCO2)nc2ccccc2c1=O (stereo unspecified)
  0.5%[50 µM] | i | 1.0
CCOc1ccc(CCN2C(=S)N([C@@H](Cc3ccc(O)cc3)CN3CCCC3CN3C(=S)NC[C@@H]3Cc3ccc(O)cc3)C[C@@H]2CC(C)C)cc1 (stereo partly specified)
  0.2% | i | 0.2
COc1ccc(NC(=O)CN(C)C(=O)CN2C(=O)C3CCCCC3C2=O)cc1 (stereo unspecified)
  1.3%[50 µM] | i | 0.5
CC(=O)c1sc(NC(=O)CCCc2nc3ccccc3c(=O)[nH]2)nc1-c1ccccc1
  0.6%[50 µM] | i | 0.2
Cc1cccc(C(=O)NCC(=O)NCC(c2cccs2)N2CCOCC2)c1 (stereo unspecified)
  1.1%[50 µM] | i | 0.5
CCC(=O)N1CCc2cc(Br)cc(S(=O)(=O)NCCN3CCCC3)c21
  0.0% | i | 0.0
Cc1ccccc1NC(=O)Cc1nc(CN(C)CC(=O)Nc2cccc(F)c2)cs1
  -0.4%[50 µM] | i | 0.8
O=C(CCc1nc2sc3c(c2c(=O)[nH]1)CCCC3)NCC(=O)Nc1ccccc1Br
  1.2%[50 µM] | i | 1.1
Cc1c(NS(=O)(=O)c2cc(C(=O)NCCc3ccc(F)cc3)cc(Cl)c2Cl)c(=O)n(-c2ccccc2)n1C
  0.7%[50 µM] | i | 1.1
COC(=O)[C@@H]1C[C@]2(Br)c3ccccc3N(S(=O)(=O)c3ccccc3)[C@@H]2N1C(=O)OC
  -0.3% | i | 1.3
CC(C)(C)C(=O)Nc1ccc(Cc2ccncc2)cc1
  0.3% | i | 0.7
COC(=O)[C@]1(CC(C)C)N[C@H](c2ccc(-c3ccc(OC)cc3)cc2)[C@@H]2C(=O)N(C)C(=O)[C@@H]21
  -0.5% | i | 0.5
CC(=O)C(C)n1c(CN(C)Cc2ccccc2)nc2c1c(=O)n(C)c(=O)n2C (stereo unspecified)
  -0.2% | i | 1.1
CN(Cc1ccccc1)C(=O)c1ccc(NC(=O)C2CCCN(C(=O)OC(C)(C)C)C2)cc1 (stereo unspecified)
  1.0% | i | 0.4
O=C(COC(=O)c1ccccc1O)NC(=O)NCc1ccccc1
  -0.8%[50 µM] | i | 0.2
Cc1cccc(CN2CCC(CNC(=O)Nc3ccccc3F)CC2)c1
  0.2% | i | 0.4
CC1(C2CC2)NC(=O)N(CC(=O)Nc2ccc(F)cc2F)C1=O (stereo unspecified)
  0.6%[50 µM] | i | 0.4
CCOc1ccc(NC(=O)CN(C)C(=O)CCSc2ccc(F)cc2)cc1OCC
  0.1%[50 µM] | i | 0.4
CC1CCCN(C(=O)CN2C(=O)NC(C)(c3ccc4ccccc4c3)C2=O)C1 (stereo unspecified)
  -1.5% | i | 1.8
Cc1cc(C)c(NC(=O)CCN2CCN(Cc3ccccc3)CC2)c(C)c1
  0.2% | i | 0.4
CC(=NNC(=S)Nc1ccccc1Cl)c1ccccn1
  -0.6% | ? | .
O=C(OCc1ccccc1Cl)C1CC(=O)N(Cc2ccco2)C1 (stereo unspecified)
  -1.5% | i | 0.5
CCCCN(C(=O)c1cc(CN2C(=O)c3ccccc3C2=O)ccc1OC)c1c(N)n(CC(C)C)c(=O)[nH]c1=O
  0.6%[50 µM] | i | 0.5
CC(C)c1ccccc1OCC(=O)N(C)CC(=O)Nc1ccc(F)cc1
  -0.7%[50 µM] | i | 1.6
CCC1CCC2(CC1)NC(=O)N(CC(=O)Nc1cccc(S(=O)(=O)N(C)c3ccccc3)c1)C2=O (stereo unspecified)
  -0.2%[50 µM] | i | 0.4
Clc1nc(NCCc2ccccc2)c2cn[nH]c2n1
  0.1% | i | 0.7
CC(=O)c1ccc(NC(=O)C(C)OC(=O)CCN=C2NS(=O)(=O)c3ccccc32)cc1 (stereo unspecified)
  1.3%[50 µM] | i | 0.8
Cc1ccc(OCCC(=O)N(CCC(C)C)c2c(N)n(Cc3ccccc3)c(=O)[nH]c2=O)cc1
  0.8%[50 µM] | i | 1.0
Cn1c(N)c(S(=O)(=O)NCc2ccccc2)c(=O)n(C)c1=O
  0.0% | i | 1.4
CCCN(CC(=O)Nc1ccc(F)c(F)c1F)CC(=O)Nc1c(C)n(C)n(-c2ccccc2)c1=O
  0.8%[50 µM] | i | 1.1
Cc1ccccc1OCCC(=O)N(CC(=O)Nc1ccccc1C(F)(F)F)Cc1ccco1
  -0.1%[50 µM] | i | 1.2
Cn1c(SCC(=O)Nc2ccc3c(c2)OCCO3)nnc1-c1cccnc1
  0.4%[50 µM] | i | 0.3
Cc1cc(NC(=O)CSCC(=O)Nc2nc3c(C)cccc3s2)no1
  0.6%[50 µM] | i | 0.5
O=C(C[C@H]1C/C=C\C[C@@H](Cc2ccc(F)cc2)C(=O)OC[C@H]2CCCN2C1=O)N[C@H](CO)Cc1ccccc1
  2.1% | i | 0.7
COC(=O)[C@@]12CCCN1[C@H](c1ccc(SC3CCCCC3)cc1)[C@H]1C(=O)N(C)C(=O)[C@H]12
  0.0% | i | 0.4
Cc1cccc(NC(=O)CSCC(=O)N=c2sccn2C)c1
  0.8%[50 µM] | i | 1.4
COc1ccc(S(=O)(=O)N2CCCCC2)cc1NS(=O)(=O)c1ccccc1
  -1.6% | i | 0.9
CCCC1(CC)C(=O)NC(=O)N=C1N (stereo unspecified)
  -1.8% | i | 0.9
O=C(CSc1ccccc1C(=O)N1CCN(c2ccccc2)CC1)N1CCCC1
  0.7%[50 µM] | i | 0.8
Nc1ccn(CC(=O)N[C@H](CO)Cc2c[nH]c3ccccc23)c(=O)n1
  0.5% | i | 0.0
COc1ccc(N2CCN(C(=O)COC(=O)[C@@H](NC(=O)c3c(F)cccc3F)C(C)C)CC2)cc1
  2.2% | i | 0.7
CCCC(C(=O)NCCC(C)C)N(Cc1ccccc1)C(=O)c1snc(C(N)=O)c1N (stereo unspecified)
  -0.1% | i | 1.0
O=C(/C=C/c1ccco1)NC(=S)Nc1cccc(C(=O)O)c1
  -0.2% | i | 0.9
CC(C)N(C(=O)[C@H]1C[C@H](CC(=O)NCCCN(C)C)C(=O)N2CCc3c([nH]c4cc(CCC(=O)N(C)C)ccc34)[C@]12C)C(C)C
  0.2% | i | 0.9
O=C(CN1C(=O)NC2(CCCC2)C1=O)OCc1ccc(F)cc1
  2.5%[50 µM] | i | 0.8
CN(CC(=O)Nc1ccc(F)cc1)C(=O)c1ccccc1Sc1ccccc1C#N
  -0.2%[50 µM] | i | 0.5
CCCCNS(=O)(=O)NC(=O)C1=C(N2CCCC2)COC1=O
  1.1% | i | 1.6
CC(NC(=O)c1cc2c(cc1Cl)N1CCCCCC1=NS2(=O)=O)c1ccc(S(N)(=O)=O)cc1 (stereo unspecified)
  0.5%[50 µM] | i | 1.3

The final 2 compounds of the part above open the next one.
Values in the order: UTI89 phage lysis | Myeloid diff 2 | Myeloid diff 2 GFP+ MAC1+ %
CCCCNS(=O)(=O)NC(=O)C1=C(N2CCCC2)COC1=O
  1.1% | i | 1.6
CC(NC(=O)c1cc2c(cc1Cl)N1CCCCCC1=NS2(=O)=O)c1ccc(S(N)(=O)=O)cc1 (stereo unspecified)
  0.5%[50 µM] | i | 1.3
CN(C(=O)c1cccc(NC(=O)Cc2ccc(NC(=O)C3CCCN(C(=O)CCc4ccccc4)C3)cc2)c1)C1CCC1 (stereo unspecified)
  0.4% | i | 1.0
CCOc1ccc(CCNC(=O)COC(=O)COc2cc(C)cc(C)c2)cc1OCC
  0.3%[50 µM] | i | 0.3
COc1ccc([C@H]2CC(=O)C=C(c3cccc(C(C)C)c3)C2)cc1OC
  0.0% | i | 1.7
COc1ccc(C(=O)N(Cc2ccccc2)c2ccc(C)cc2)cc1S(=O)(=O)N1CCOCC1
  -0.8%[50 µM] | i | 3.1
CC(C)(C)NC[C@H](O)COc1cccc2c1CCCC2=O
  2.9% | i | 0.9
COc1ccc(N2CCN(C(=O)CSc3ncn[nH]3)CC2)cc1
  0.4%[50 µM] | i | 0.6
Nn1c(SCC(=O)Nc2ccccc2F)nnc1-c1cccs1
  2.1%[50 µM] | i | 0.7
O=C(CCN1C(=O)c2ccccc2S1(=O)=O)N1CCN(c2cccc(Cl)c2)CC1
  -0.7%[50 µM] | i | 1.1
Nc1c(N(Cc2ccco2)C(=O)c2ccccc2F)c(=O)[nH]c(=O)n1Cc1ccccc1
  1.1%[50 µM] | i | 0.6
O=C1c2ccccc2S(=O)(=O)c2cc(C(=O)N3CCN(c4ccc(Cl)cn4)CC3)ccc21
  0.0% | i | 1.6
COc1ccccc1OCCNC(=O)CNC(=O)c1ccc(Cl)c(Cl)c1
  2.3%[50 µM] | i | 0.4
O=C(CCCCN1CCCCC1)c1ccccc1
  -0.3% | i | 0.2
COc1ccccc1C(=O)NC(CCSC)C(=O)NNC(=O)c1ccccc1C (stereo unspecified)
  0.6%[50 µM] | i | 1.9
Cc1cccc(NS(=O)(=O)c2cccc(C(=O)N3CCCC3)c2)c1
  0.7%[50 µM] | i | 0.8
Cc1ccc(-n2ccnc(SCC(=O)NC3CCCCC3)c2=O)cc1F
  0.3%[50 µM] | i | 0.3
CCCNC(=O)C1(CC2CC(c3ccccc3)=NO2)CCN(C(=O)c2cc(OCC)c(OCC)c(OCC)c2)CC1 (stereo unspecified)
  -0.9% | i | 1.7
CN1CCN(C(=O)CN2C(=O)NC(C)(c3ccc4ccccc4c3)C2=O)CC1 (stereo unspecified)
  0.9%[50 µM] | i | 1.5
CC(=O)c1sc(NC(=O)CCS(=O)(=O)c2ccc(C)cc2)nc1C
  1.5%[50 µM] | i | 3.0
Cc1ccc(S(=O)(=O)SCCCSS(=O)(=O)c2ccc(C)cc2)cc1
  -2.9% | i | 1.0
O=C(NNC(=O)c1cc2ccccc2o1)c1ccc(F)cc1
  0.4%[50 µM] | i | 0.7

As entered above:
Myeloid diff 2 GFP+ MAC1+ % with `O=C1c2ccccc2S(=O)(=O)c2cc(C(=O)N3CCN(c4ccc(Cl)cn4)CC3)ccc21` : 1.6
Myeloid diff 2 GFP+ MAC1+ % with `Cc1ccc(S(=O)(=O)SCCCSS(=O)(=O)c2ccc(C)cc2)cc1` : 1.0
Myeloid diff 2 GFP+ MAC1+ % with `COc1ccc([C@H]2CC(=O)C=C(c3cccc(C(C)C)c3)C2)cc1OC` : 1.7
Myeloid diff 2 GFP+ MAC1+ % with `O=C(CCCCN1CCCCC1)c1ccccc1` : 0.2
Myeloid diff 2 GFP+ MAC1+ % with `Nn1c(SCC(=O)Nc2ccccc2F)nnc1-c1cccs1` : 0.7
UTI89 phage lysis with `CC(=O)c1sc(NC(=O)CCS(=O)(=O)c2ccc(C)cc2)nc1C` : 1.5%[50 µM]

Only Myeloid diff 2 GFP+ MAC1+ %, for two of the compounds above:
smiles	Myeloid diff 2 GFP+ MAC1+ %
CC(=O)c1sc(NC(=O)CCS(=O)(=O)c2ccc(C)cc2)nc1C	3.0
Cc1ccc(S(=O)(=O)SCCCSS(=O)(=O)c2ccc(C)cc2)cc1	1.0

(list continues)
Values in the order: UTI89 phage lysis | Myeloid diff 2 | Myeloid diff 2 GFP+ MAC1+ %
C=CCn1c(O)c(N=Nc2ccccc2O)c2ccccc21
  -3.3% | i | 3.5
Nc1cc(=O)[nH]c(SCC(=O)Nc2cccc(S(=O)(=O)N3CCCCCC3)c2)n1
  -0.9% | i | 1.8
C=C(C(=O)c1ccccc1)C(NC(C)(C)C)c1ccccc1 (stereo unspecified)
  0.6% | ? | .
O=C(COC(=O)c1cnccn1)NCCc1ccc(Cl)cc1
  0.8%[50 µM] | i | 1.3
CC(C)(C)OC(=O)N[C@@H](COCc1ccccc1)C(=O)N[C@@H](CO)[C@H](O)[C@@H]1C[C@@H]1C(=O)N1CCCC1
  0.1% | i | 2.6

These rows are one share of the data (hit frequency here may not be typical).
